# Bioassay records as filed in PubChem BioAssay.
# BioA inh: inhibitors of Mycobacterium tuberculosis BioA enzyme; purified M. tuberculosis BioA enzyme, plate reader; inhibition, % at 9.99 µM; 0.096% of 360,000 active; AID 602481; in the data active = inhibition above about 40%
# Numbers without * were called inactive. A portion of the library; the hit share may differ from the screen's.
SMILES,BioA inh
COc1cccc(NC(=O)N(C)C[C@@H]2Oc3ncc(C#Cc4ccc(F)cc4)cc3C(=O)N([C@H](C)CO)C[C@H]2C)c1,-1.5
CO[C@H]1CN(C)C(=O)c2cc(NS(=O)(=O)CC(F)(F)F)ccc2OC[C@@H](C)N(Cc2ccccn2)C[C@H]1C,-2.0
CN(C)C(=O)c1ccc(-c2ccc([C@@H]3[C@@H](C#N)N(C(=O)Cc4ccccn4)[C@H]3CO)cc2)cc1,-0.5
C[C@@H]1CN([C@@H](C)CO)C(=O)c2cc(C3=CCCC3)cnc2O[C@H]1CN(C)C(=O)NC1CCCC1,-2.9
C[C@@H]1CN([C@H](C)CO)C(=O)c2cc(NS(=O)(=O)c3ccc(Cl)cc3)ccc2O[C@@H](C)CCCCO[C@@H]1CN(C)C(=O)C1CCCCC1,-2.2
C[C@H]1CCCCO[C@H](CN(C)Cc2ccncc2)[C@@H](C)CN([C@@H](C)CO)C(=O)c2cc(NC(=O)c3ccccc3)ccc2O1,-0.5
O=C(C[C@H]1CC[C@@H]2[C@H](COC[C@@H](O)CN2Cc2ccncc2)O1)NCC1CC1,-1.9
CCC(=O)N[C@H]1CC[C@@H](CCn2cc(-c3cccc(OC)c3)nn2)O[C@H]1CO,-0.8
C[C@@H]1CCCCO[C@H](CN(C)Cc2ccc(Cl)c(Cl)c2)[C@@H](C)CN([C@H](C)CO)C(=O)c2cc(NS(=O)(=O)c3ccc(Cl)cc3)ccc2O1,-2.6
COCC(=O)Nc1ccc2c(c1)C(=O)N(C)C[C@@H](OC)[C@@H](C)CN(Cc1ccccc1F)[C@H](C)CO2,-2.1
C[C@H](CO)N1C[C@H](C)[C@H](CN(C)CC2CC2)Oc2ccc(NS(=O)(=O)c3cn(C)cn3)cc2C1=O,-0.8
C[C@@H]1CN([C@H](C)CO)C(=O)c2cc(C#Cc3cccnc3)cnc2O[C@H]1CN(C)C,23
C[C@@H]1CN([C@@H](C)CO)S(=O)(=O)c2ccc(C#CC3(O)CCCC3)cc2O[C@@H]1CN(C)C(=O)c1ccncc1,4.6
CO[C@@H]1CN(C)C(=O)c2ccc(NC(=O)Cc3ccccc3)cc2OC[C@H](C)NC[C@@H]1C,-0.4
O=C(Nc1ccccc1)N1CCCCN2[C@H](CO)[C@H](c3ccc(C#CC4CC4)cc3)[C@@H]2C1,-1.3
COc1ccc(S(=O)(=O)Nc2cccc3c2O[C@@H](CN(C)S(=O)(=O)c2ccc(F)cc2)[C@H](C)CN([C@H](C)CO)C3=O)cc1,-0.8
CCCNC(=O)C[C@@H]1CC[C@H]2[C@H](COc3ccc(NC(=O)Cc4cccs4)cc3C(=O)N2C)O1,-0.1
C[C@@H]1CCCCO[C@H](CN(C)C(=O)NC2CCCCC2)[C@@H](C)CN([C@H](C)CO)C(=O)c2cc(NC(=O)NC3CCCCC3)ccc2O1,-3.3
C[C@@H]1CN([C@@H](C)CO)C(=O)c2cc(NC(=O)Nc3cccc4ccccc34)ccc2O[C@@H]1CN(C)S(=O)(=O)c1ccc(Cl)cc1,-1.1
COCC#Cc1ccc2c(c1)O[C@H](CN(C)Cc1ccccc1)[C@@H](C)CN([C@H](C)CO)S2(=O)=O,-0.4
CS(=O)(=O)N1C[C@@H](O)COC[C@H]2O[C@@H](CC(=O)NC3Cc4ccccc4C3)CC[C@@H]21,-2.4
CCC(=O)N[C@H]1C=C[C@@H](CC(=O)NCc2ccccc2OC)O[C@H]1CO,-1.5
O=C(C[C@H]1C=C[C@H](NC(=O)CN2CCOCC2)[C@@H](CO)O1)NCc1cccc(F)c1,4.5
COCCNC(=O)C[C@H]1C[C@@H]2c3cc(NS(=O)(=O)c4ccc(F)cc4)ccc3O[C@@H]2[C@H](CO)O1,-2.6
C[C@H]1CN([C@@H](C)CO)C(=O)c2cc(-c3ccccc3F)cnc2O[C@H]1CN(C)Cc1cccc(C(=O)O)c1,3.2
COc1ccc(NC(=O)Nc2ccc3c(c2)C(=O)N([C@H](C)CO)C[C@H](C)[C@H](CN(C)Cc2ccncc2)OCCCC[C@H](C)O3)cc1,0.8
O=C(Nc1ccc2c(c1)[C@H]1C[C@H](CC(=O)N3CCOCC3)O[C@@H](CO)[C@H]1O2)NC1CCCCC1,-1.6
C[C@H]1CN([C@@H](C)CO)C(=O)c2cccc(NS(=O)(=O)c3ccccc3)c2O[C@H]1CN(C)CC1CC1,2.4
O=C(C[C@H]1CC[C@@H]2[C@H](COC[C@@H](O)CN2C(=O)c2ccccc2)O1)N1CCOCC1,-0.3
COc1ccccc1NC(=O)N1CCCCN2[C@H](C1)[C@H](c1ccc(-c3ccccc3)cc1)[C@@H]2CO,-7.1
C/C=C/c1ccc2c(c1)[C@H]1[C@H](CCN1C(=O)Cc1cccnc1)[C@@H](CO)N2C,-0.1
COc1ccc(NC(=O)Nc2ccc3c(c2)CC(=O)N([C@H](C)CO)C[C@@H](C)[C@@H](CN(C)Cc2ccc(Cl)c(Cl)c2)O3)cc1,-3.4
O=C(C[C@@H]1CC[C@H]2[C@@H](COC[C@@H](O)CN2S(=O)(=O)c2ccc(Cl)cc2)O1)NCc1ccc(Cl)c(Cl)c1,6.7
C[C@@H]1CCCCO[C@H](CN(C)S(C)(=O)=O)[C@@H](C)CN([C@@H](C)CO)C(=O)c2cc(NC(=O)c3ccccc3)ccc2O1,-0.1
COc1ccccc1S(=O)(=O)N[C@H]1CC[C@H](CC(=O)NCc2cccc(F)c2)O[C@@H]1CO,-0.9
O=C(C1CCCC1)N1CCCCN2[C@H](CO)[C@@H](c3ccc(C#CC4(O)CCCC4)cc3)[C@@H]2C1,-1.2
Cc1noc(C)c1NC(=O)Nc1ccc2c(c1)C(=O)N([C@H](C)CO)C[C@H](C)[C@H](CN(C)S(C)(=O)=O)O2,-0.5
COc1ccc(NC(=O)Nc2cccc3c2O[C@@H](CN(C)S(=O)(=O)c2ccc(OC)cc2)[C@@H](C)CN([C@@H](C)CO)C3=O)cc1,0.1
C[C@H]1CN([C@@H](C)CO)C(=O)c2cccc(NS(=O)(=O)c3ccc(Cl)cc3)c2O[C@@H]1CN(C)C(=O)Nc1cccc2ccccc12,8.7
C[C@H](CO)N1C[C@H](C)[C@@H](CN(C)S(=O)(=O)c2cn(C)cn2)Oc2ccc(NC(=O)Cc3ccccc3)cc2CC1=O,1.6
O=C(CCN1CCCCC1)NCC[C@H]1CC[C@@H](NS(=O)(=O)c2cccc(Cl)c2)[C@H](CO)O1,-0.7
COCC(=O)N(C)C[C@@H]1Oc2ncc(C#Cc3ccccc3)cc2C(=O)N([C@@H](C)CO)C[C@H]1C,-0.7
O=C(C[C@H]1CC[C@@H](NC(=O)C2CC2)[C@@H](CO)O1)NCc1ccncc1,-1.3
O=C(C[C@@H]1CC[C@@H]2NC[C@H](O)COC[C@H]2O1)Nc1nccs1,2.4
C[C@H](CO)N1C[C@H](C)[C@H](CN(C)C(=O)c2ccccn2)Oc2ncc(C#Cc3ccccc3)cc2C1=O,-0.4
O=C(C[C@@H]1C[C@@H]2c3cc(NC(=O)Nc4ccccc4)ccc3O[C@@H]2[C@@H](CO)O1)NCc1cccnc1,-0.4
C[C@@H]1CN([C@H](C)CO)S(=O)(=O)c2ccc(-c3cccnc3)cc2O[C@H]1CN(C)C(=O)NC1CCCC1,3.5
C[C@@H]1CCCCO[C@@H](CN(C)C(=O)Cc2ccccc2)[C@H](C)CN([C@@H](C)CO)C(=O)c2cc(NS(=O)(=O)c3cn(C)cn3)ccc2O1,0.1
Cn1cnc(S(=O)(=O)N2CCCCN3[C@H](CO)[C@@H](c4ccc(-c5ccccc5F)cc4)[C@H]3C2)c1,1.4
CO[C@H]1CC[C@@H]2CCN(C)C(=O)[C@@H](C)N(C)C(=O)c3cccc(C#N)c3OC[C@@H]1O2,-1.5
Cc1cc(C(=O)Nc2cccc3c2O[C@H](CN(C)C(=O)Nc2c(C)noc2C)[C@H](C)CN([C@@H](C)CO)C3=O)n(C)n1,-1.9
CO[C@@H]1CN(C)C(=O)c2ccc(NC(C)=O)cc2OC[C@@H](C)N(C(=O)c2cccnc2)C[C@@H]1C,1.6
C[C@@H]1CN([C@H](C)CO)C(=O)c2cc(NS(=O)(=O)c3ccccc3)ccc2O[C@H]1CN(C)Cc1ccc(C(F)(F)F)cc1,-1.5
COc1ccc(NC(=O)N(C)C[C@@H]2Oc3ccc(NC(=O)C4CC4)cc3CC(=O)N([C@@H](C)CO)C[C@@H]2C)cc1,-2.1
C[C@H]1CCCCO[C@@H](CN(C)C(=O)c2ccccc2)[C@@H](C)CN([C@@H](C)CO)C(=O)c2cc(NC(=O)Nc3ccc(C(F)(F)F)cc3)ccc2O1,-1.4
CCC(=O)N(C)C[C@@H]1Oc2ncc(-c3ccc(C)cc3)cc2C(=O)N([C@@H](C)CO)C[C@@H]1C,-2.4
CC(C)NC(=O)N(C)C[C@H]1Oc2ncc(C#CCC3CCCC3)cc2C(=O)N([C@@H](C)CO)C[C@@H]1C,1.7
CCC(=O)N(C)C[C@H]1Oc2ncc(C#CC(C)(C)O)cc2C(=O)N([C@H](C)CO)C[C@@H]1C,-2.3
O=C(N[C@@H]1CC[C@@H](CCn2cc(-c3ccccn3)nn2)O[C@@H]1CO)c1ccncc1,-1.7
Cc1cc(C(=O)Nc2cccc3c2O[C@H](CN(C)S(=O)(=O)c2cn(C)cn2)[C@@H](C)CN([C@H](C)CO)C3=O)n(C)n1,-0.6

# Four of these compounds in a different format:
structure: C[C@@H]1CN([C@H](C)CO)S(=O)(=O)c2ccc(-c3cccnc3)cc2O[C@H]1CN(C)C(=O)NC1CCCC1
  BioA inh: 3.5

structure: O=C(C[C@@H]1CC[C@@H]2NC[C@H](O)COC[C@H]2O1)Nc1nccs1
  BioA inh: 2.4

structure: CC(C)NC(=O)N(C)C[C@H]1Oc2ncc(C#CCC3CCCC3)cc2C(=O)N([C@@H](C)CO)C[C@@H]1C
  BioA inh: 1.7

structure: O=C(C[C@H]1CC[C@@H](NC(=O)C2CC2)[C@@H](CO)O1)NCc1ccncc1
  BioA inh: -1.3

# (more compounds)
SMILES,BioA inh
C[C@@H]1CCCCO[C@@H](CN(C)C(=O)Nc2ccc(C(F)(F)F)cc2)[C@H](C)CN([C@@H](C)CO)C(=O)c2cc(NC(=O)CCC(F)(F)F)ccc2O1,4.1
C[C@H](CO)N1C[C@H](C)[C@H](CN(C)C(=O)Nc2ccc(F)cc2)OCCCC[C@H](C)Oc2ccc(NC(=O)NC3CCCCC3)cc2C1=O,-1.4
COc1ccc(S(=O)(=O)N[C@@H]2CC[C@H](CC(=O)N3CCN(c4ccccc4)CC3)O[C@H]2CO)cc1,1.2
C[C@@H]1CN([C@H](C)CO)C(=O)c2cccc(NS(C)(=O)=O)c2O[C@@H]1CN(C)S(=O)(=O)c1cccs1,-1.5
Cc1ccc(S(=O)(=O)N[C@@H]2CC[C@H](CC(=O)NCCCN(C)C)O[C@@H]2CO)cc1,-2.4
COc1ccc(S(=O)(=O)N(C)C[C@@H]2OCCCC[C@H](C)Oc3ccc(NC(=O)Nc4ccccc4)cc3C(=O)N([C@@H](C)CO)C[C@H]2C)cc1,-1.6
C[C@H]1CN([C@@H](C)CO)C(=O)c2cccc(NC(=O)Nc3ccccc3)c2O[C@@H]1CN(C)S(=O)(=O)c1ccc(F)cc1,1.5
C[C@H]1CN([C@@H](C)CO)C(=O)c2cc(C#CC3(O)CCCC3)cnc2O[C@H]1CN(C)S(=O)(=O)c1cccc(F)c1,-1.1
CCCNC(=O)N1[C@H](C#N)[C@H](c2ccc(C#Cc3cccc(F)c3)cc2)[C@H]1CO,-0.8
O=C(c1ccccn1)N1CC[C@@H]2[C@@H](CO)Nc3ccc(-c4cccc(F)c4)cc3[C@@H]21,35
COCC(=O)N1[C@H](C(=O)N2CCCCC2)[C@@H](CO)[C@@H]2Cn3c(ccc(C4=CCCCC4)c3=O)[C@@H]21,-2.2
O=C(c1ccc(F)cc1)N1CC[C@@H]2[C@H]1c1cc(C3=CCCCC3)ccc1N[C@@H]2CO,8.0
C[C@H](CO)N1C[C@H](C)[C@H](CN(C)S(=O)(=O)c2cn(C)cn2)Oc2c(NC(=O)c3ccc(-c4nccs4)cc3)cccc2C1=O,2.5
C[C@@H]1CCCCO[C@@H](CN(C)S(C)(=O)=O)[C@H](C)CN([C@H](C)CO)C(=O)c2cc(NC(=O)Nc3cccc4ccccc34)ccc2O1,-0.9
CN1[C@@H]2Cn3c(ccc(-c4ccccc4)c3=O)[C@H]1[C@@H](C(=O)NC1CCCCC1)[C@@H]2CO,0.2
O=C(NCC[C@H]1CC[C@H](NC(=O)c2cccnc2)[C@H](CO)O1)Nc1ccc(F)cc1,9.1
O=C(Cc1cccnc1)N[C@H]1CC[C@@H](CCn2cc(Cc3ccccc3)nn2)O[C@H]1CO,5.4
CO[C@H]1CN(C)C(=O)c2cc(NS(=O)(=O)c3ccccc3)ccc2OC[C@H](C)N(C)C[C@H]1C,-1.7
CCC(=O)Nc1ccc2c(c1)C(=O)N(C)[C@H]1CC[C@H](CC(=O)NCC3CCCCC3)O[C@@H]1CO2,0.6
C[C@@H]1CN([C@H](C)CO)C(=O)c2cccc(NC(=O)NC3CCCCC3)c2O[C@H]1CN(C)Cc1ccc(Oc2ccccc2)cc1,-2.4

# Exported field by field: 4 of the compounds above
CO[C@@H]1CN(C)C(=O)c2ccc(NC(=O)Cc3ccccc3)cc2OC[C@H](C)NC[C@@H]1C
  BioA inh: -0.4

O=C(Nc1ccccc1)N1CCCCN2[C@H](CO)[C@H](c3ccc(C#CC4CC4)cc3)[C@@H]2C1
  BioA inh: -1.3

COc1ccc(S(=O)(=O)Nc2cccc3c2O[C@@H](CN(C)S(=O)(=O)c2ccc(F)cc2)[C@H](C)CN([C@H](C)CO)C3=O)cc1
  BioA inh: -0.8

CCCNC(=O)C[C@@H]1CC[C@H]2[C@H](COc3ccc(NC(=O)Cc4cccs4)cc3C(=O)N2C)O1
  BioA inh: -0.1
